Screens deposited in PubChem by several laboratories.
PvdQ inh = blocks Pseudomonas aeruginosa PvdQ acylase activity | purified PvdQ acylase, fluorescence plate reader | inhibition, % at 10 µM | 0.063% of 340,000 active; in the data active = inhibition above about 30%, passing the limit was not always enough;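 also: 0% = vehicle neutral wells and 100% = reference inhibitor wells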
MITF act = activators of MITF-driven TRPM1 promoter activity in SK-MEL-5 cells; SK-MEL-5 TRPM1-promoter luciferase, 24 h; % of positive control, neutral wells = 0; activation, % at 12.5 µM; 0.75% of 300,000 active;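 active = mean activation of at least 80% with every replicate also reaching 80%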;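 also: 0% = neutral control wells and 100% = parthenolide positive control wells; values of inactives mirror those of a sister screen read the other way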
SR-BI uptake up = activators of SR-BI mediated HDL lipid uptake; CHO ldlA[mSR-BI] cells, DiI-HDL uptake fluorescence, 3 h; 100 = double the neutral-control signal; activation, % at 12.5 µM; 0.096% of 320,000 active; AID 504775;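 active = mean replicate activation of at least 60% and every replicate at or above 60%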;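 also: 0% = median plate neutral-control signal and 100% = twice that signal; values of inactives mirror those of a sister screen read the other way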
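Material – SR-BI-overexpressing, LDLR-lacking CHO cells · Medium – BSA-supplemented, HEPES-buffered Ham's F12, pH 7.4 · Doses – single concentration · Times – compound with DiI-HDL co-incubation, 3 h at 37 °C · Measured by – bottom-read fluorescence, 550/595 nm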
Rtt109 HAT inh = C. albicans Rtt109 histone acetyltransferase inhibition; AID 540336; 0.16% of 330,000 active; inhibition, % at 34.9 µM; purified Rtt109/Vps75, ThioGlo CoA-SH fluorescence, 4 h;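 active = inhibition of at least 50% in every replicate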
HTR5A ag ctr = activates human HTR5A in OPRM1-OPRD1 agonist counter-screen. P47898. 0.61% of 340,000 active. AID 504692. activation, % at 9.3 µM. HTR5A agonist assay, luminescence, cell-based; in the data active = activation mostly above about 9.5%, no sharp cut-off; inactive = mostly below about 7.6%;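 also: 0% = cells with vehicle only and 100% = reference agonist; strong numbers were not always called active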
dFosB act = activators of mouse delta FosB homodimer; P13346; purified delta FosB, TAMRA-CDK5 oligo fluorescence polarization; percent of positive-control signal above neutral wells; activation, % at 25 µM; 0.99% of 340,000 active; AID 493131;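 active = mean activation above about 17%, with every replicate also reaching it, limit read from the data, passing the limit was not always enough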;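 also: fluorescence polarization rise as delta FosB binds a TAMRA Cdk5 AP-1 oligo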
Target sequence (P13346 whole entry, looked up): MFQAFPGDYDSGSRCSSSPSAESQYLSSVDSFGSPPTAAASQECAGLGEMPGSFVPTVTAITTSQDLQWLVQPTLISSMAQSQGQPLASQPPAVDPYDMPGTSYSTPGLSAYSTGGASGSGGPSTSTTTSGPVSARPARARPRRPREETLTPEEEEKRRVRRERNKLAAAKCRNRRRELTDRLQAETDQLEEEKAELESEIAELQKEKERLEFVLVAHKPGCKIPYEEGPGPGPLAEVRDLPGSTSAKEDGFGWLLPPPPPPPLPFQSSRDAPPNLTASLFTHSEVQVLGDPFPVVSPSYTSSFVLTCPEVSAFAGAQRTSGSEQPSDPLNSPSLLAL
SR-BI DiI inh = blocks mouse SR-BI lipid uptake from DiI-HDL | 0.96% of 320,000 active | ldlA[mSR-BI] CHO cells, DiI-HDL uptake fluorescence, 3 h | Q61009 | inhibition, % at 12.5 µM;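 active = mean replicate inhibition of at least 70% and a set share of replicates each scoring 70 or more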;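 also: 0% = median of neutral control wells and 100% = median of positive control wells; values of inactives mirror those of a sister screen read the other way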
cardiac RTF act = increases calcium sensitivity of human cardiac regulated thin filaments. IANBD-labeled TnC RTF fluorescence at EC20 calcium; 0% EC20 calcium, 100% full calcium. activation, % at 7.2 µM. 0.24% of 340,000 active. AID 493008;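 active = activation above the mean over all tested compounds plus 3 SD, cut at about 30% in these data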;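 also: rise in fluorescence read as greater calcium sensitivity of cardiac thin filaments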
Wnt bcat act = Wnt/beta-catenin pathway activation; Wnt/beta-catenin reporter cell assay, activator, plate reader; activation, % at 9.35 µM; 1.2% of 300,000 active; AID 743398; in the data active = activation above about 30%, passing the limit was not always enough;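 also: 0% = neutral control wells and 100% = positive control wells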
CDK5 inh = blocks human CDK5/p35 kinase activity. Q00535+Q15078. Recombinant CDK5/p35, ADP-Glo luminescence, 60 min. inhibition, % at 10 µM. 0.01% of 330,000 active. AID 488839;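 active = highest replicate inhibition of at least 50% and at least 75% of replicates reaching 50%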;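 also: plate controls were DMSO neutral control for no effect and GW8510 at 10 µM for full effect; many of its hits are not listed in these tables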
Target sequence (Q00535 whole entry, looked up): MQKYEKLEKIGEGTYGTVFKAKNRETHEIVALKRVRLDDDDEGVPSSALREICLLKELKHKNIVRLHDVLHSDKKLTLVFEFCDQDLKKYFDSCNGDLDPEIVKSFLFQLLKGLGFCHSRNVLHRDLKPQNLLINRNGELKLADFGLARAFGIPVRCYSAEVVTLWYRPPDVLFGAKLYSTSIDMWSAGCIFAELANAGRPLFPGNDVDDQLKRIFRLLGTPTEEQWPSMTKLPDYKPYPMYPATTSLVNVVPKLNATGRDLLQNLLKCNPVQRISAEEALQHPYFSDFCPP
Target sequence (Q15078 whole entry, looked up): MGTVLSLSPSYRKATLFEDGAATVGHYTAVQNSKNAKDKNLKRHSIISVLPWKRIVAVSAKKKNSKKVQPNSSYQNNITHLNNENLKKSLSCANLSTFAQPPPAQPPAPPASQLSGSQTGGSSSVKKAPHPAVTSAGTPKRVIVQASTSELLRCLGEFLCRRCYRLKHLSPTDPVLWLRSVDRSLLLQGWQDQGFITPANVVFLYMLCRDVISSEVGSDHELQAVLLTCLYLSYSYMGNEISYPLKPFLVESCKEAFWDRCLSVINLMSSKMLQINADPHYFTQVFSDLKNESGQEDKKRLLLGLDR
* hit, by the source's call; · = not tested or not shown; & = joins results of further samples.

compound	MITF act	dFosB act	SR-BI DiI inh	HTR5A ag ctr	SR-BI uptake up	Rtt109 HAT inh	PvdQ inh	CDK5 inh	cardiac RTF act	Wnt bcat act
Fc1ccc(NC(=S)N2CCCC(c3ccccc3)=N2)cc1	-12	1	40	-3	-40	-1	8	0.3	3	-1
CC(C)CCCN1C(N(C)C)=NC[C@@H]1C	1	4	6	4	-6	20	11	0.0	4	-3
CCOc1ccc(S(=O)(=O)N2CCC(C(=O)NCc3cccnc3)CC2)cc1Cl	-3	-5	·	-5	·	-1	-3	-0.4	-2	-1
O=C(NCCCCCCNC(=O)c1cncc(O)c1)c1cncc(O)c1	2	0	·	6	·	38	-1	-0.1	3	-1
COC(=O)C1=C(C)N(C)C(=O)NC1c1c(OC)ccc2ccccc12 (stereo not drawn)	-14	-7	4	3	-4	-6	22	1.1	-2	-2
COc1ccc2[nH]cc(CCNC(=O)CC[C@H]3O[C@@H](n4cc(C)c(=O)[nH]c4=O)C[C@@H]3O)c2c1	4	-3	-8	0	8	-4	-4	-0.2	5	-1
Cc1ccc(S(=O)(=O)N2CCN(S(=O)(=O)N(C)C)CC2)c(C)c1	5	5	-11	0	11	4	-5	1.9	-2	·
Cc1ccc(S(=O)(=O)Nc2nc(C)c(C(=O)NNS(=O)(=O)c3cc(C)ccc3C)s2)cc1	-4	-6	-2	-1	2	11	3	-0.6	2	0
CCOc1ccc(NC(=O)CCN2CCN(S(=O)(=O)c3ccc(F)cc3)CC2)cc1	-15	-10	-17	-2	17	-1	-13	-2.8	3	-2
O=C1c2ccccc2C(Nc2ccc(S(=O)(=O)N3CCCCCC3)cc2)N1c1ccccn1 (stereo not drawn)	5	-6	11	7	-11	0	-18	-4.2	9	-2
CCn1cc(C(=O)O)c(=O)c2cc(F)c(N3CCN(S(=O)(=O)c4ccc(NC(C)=O)cc4)CC3)cc21	1	10	6	-3	-6	-2	-3	0.3	0	-2
CCCN1CCN(CCCNC(=O)Cn2cc3c(n2)CCCC3)CC1	-3	0	-33	-3	33	-9	-6	1.0	0	-1
Cc1nn(CCCC(=O)NCc2ccco2)c(=O)c2nn(-c3ccccc3)c(C)c12	-10	-6	10	1	-10	3	-2	0.2	-1	0
C=CCn1c(C)cc(C(=O)COC(=O)C2CC(=O)N(Cc3ccccc3)C2)c1C (stereo not drawn)	-5	-3	-6	-3	6	-12	3	-0.8	7	·
CCCn1c(=N)n(CC(O)COc2cccc(C)c2)c2ccccc21 (stereo not drawn)	·	4	19	-1	-19	-1	-8	0.2	0	·

Some of the entries so far, with each value named.
> Fc1ccc(NC(=S)N2CCCC(c3ccccc3)=N2)cc1
  MITF act: -12 | dFosB act: 1 | SR-BI DiI inh: 40 | HTR5A ag ctr: -3 | SR-BI uptake up: -40 | Rtt109 HAT inh: -1 | PvdQ inh: 8 | CDK5 inh: 0.3 | cardiac RTF act: 3 | Wnt bcat act: -1
> CC(C)CCCN1C(N(C)C)=NC[C@@H]1C
  MITF act: 1 | dFosB act: 4 | SR-BI DiI inh: 6 | HTR5A ag ctr: 4 | SR-BI uptake up: -6 | Rtt109 HAT inh: 20 | PvdQ inh: 11 | CDK5 inh: 0.0 | cardiac RTF act: 4 | Wnt bcat act: -3

New compounds follow:
compound	MITF act	dFosB act	SR-BI DiI inh	HTR5A ag ctr	SR-BI uptake up	Rtt109 HAT inh	PvdQ inh	CDK5 inh	cardiac RTF act	Wnt bcat act
COCCNC(=O)C1CCC(=O)N1S(=O)(=O)c1ccc(C)cc1 (stereo not drawn)	·	-2	-30	1	30	-8	-6	0.5	-6	1
O=C(O)CCS(=O)(=O)c1cccc2cccnc12	1	0	-14	-1	14	·	-5	-1.2	0	·
CC1=NN(C(=O)c2csc(C(C)C)c2)C(O)(C(F)(F)F)C1 (stereo not drawn)	2	2	7	4	-7	-3	-11	-1.0	-1	-2
Cc1cccc2cc(C3CC(c4ccco4)=NN3S(C)(=O)=O)c(Cl)nc12 (stereo not drawn)	4	-14	1	1	-1	4	-3	0.0	2	1
Cc1cc(C)c(C(=O)COC(=O)Cn2nc(-c3ccccc3)oc2=O)cc1C	8	-11	-2	2	2	-1	-10	3.1	-3	0
Cc1noc(/C=C/N(C)C)c1S(=O)(=O)N1CCCC(C(=O)NCc2cccs2)C1 (stereo not drawn)	3	-11	7	-3	-7	1	-6	-1.4	1	-5
CC/C(=N\NC(=O)c1ccc2c(c1)OCO2)C12CC3CC(CC(C3)C1)C2	10	-5	9	-1	-9	1	-13	-3.2	-8	20
CC(C)Oc1ccc(C(=O)Nc2cccc(S(=O)(=O)N3CCCC3)c2)cc1	10	-12	37	-1	-37	-4	-3	-6.7	7	2
COc1ccc(N(C)S(=O)(=O)c2cccc(C(=O)OCC(=O)Nc3sc4c(c3C#N)CCCCC4)c2)cc1	33	-8	-27	-4	27	-2	-9	0.4	2	-1
CCCCCCn1c(-c2ccco2)nc2oc3cc(OC)ccc3c(=O)c2c1=O	·	-26	4	-1	-4	-5	-6	0.5	3	·
CN(C)C=Nc1nonc1-c1ncn[nH]1	-15	3	3	0	-3	9	22	0.8	-7	-1
CCc1cc2ccc(C)cc2nc1SCC(=O)NC1CCCC1	-4	-9	·	2	·	2	-4	-1.3	0	2
CNC(=O)CSc1nnc(-c2cccs2)o1	·	2	-17	0	17	0	-12	1.4	7	-6
CNC(=O)CN1C(=O)CSc2nc(C)cc(C)c21	1	-6	-7	5	7	3	-10	1.0	-1	-1
Cn1c(=O)c2c(nc(Sc3ncnn3CC(=O)N3CCOCC3)n2C)n(C)c1=O	0	2	6	1	-6	-8	-4	0.1	3	3
Cc1ccc(S(=O)(=O)N2CCN(C(=O)COC(=O)CCOc3cc(C)ccc3C)CC2)c(C)c1	10	-10	11	-3	-11	5	-2	-0.7	-2	0
C[C@@H]1C[C@H]2[C@@H]3C[C@H](F)C4=CC(=O)C=C[C@]4(C)[C@@]3(F)[C@@H](O)C[C@]2(C)[C@@]1(O)C(=O)CO	15	5	-2	-2	8	0	-4	-1.4	-2	1&-2
Cc1ccc(S(=O)(=O)NC(C)(C)C)cc1C(=O)OC(C)C(=O)NC1CC1 (stereo not drawn)	5	0	4	-2	-4	-12	-18	-0.2	-1	1
Cc1ccc(C(=O)NCCCCNC(=O)c2ccc(C)o2)o1	1	-2	-11	-2	11	-1	-21	-0.7	-2	-1
COCC(=O)Nc1ccc(Br)cc1	8	-2	-15	10	15	-5	7	0.0	-1	0
CC(C(=O)Nc1ccccc1C(=O)N1CCCC1)n1nnc2ccccc21 (stereo not drawn)	-17	0	-22	-1	22	-9	-3	0.9	-2	·
O=C(c1ccco1)N(Cc1ccc([N+](=O)[O-])cc1)c1ccc(Br)cc1	·	-6	-19	-2	19	8	-7	0.3	3	·
CN1C(=O)C(CC(=O)Nc2ccc(Cl)cc2)N(Cc2ccco2)C1=S (stereo not drawn)	3	-7	-17	1	17	13	-2	-0.8	-1	6
CCN(CC)CCNC(=O)c1ccc(NC(=O)c2ccc(C(=O)c3ccccc3)cc2)cc1	11	7	23	-1	-23	-1	-4	-0.6	6	-3
CCN(CC)CCCNC(=O)c1cn(CC)c2ccc(S(=O)(=O)N3CCc4ccccc4C3)cc2c1=O	10	-17	-8	1	8	9	-10	-4.2	0	-1
CCC(=O)N1CCc2cc(Br)cc(S(=O)(=O)N(C)c3ccc(OC)cc3)c21	-3	-9	·	-4	·	7	15	3.6	-6	7
C/C(=N\NC(=O)C1CC1c1ccccc1)c1cccs1 (stereo not drawn)	3	-11	6	3	-6	4	2	1.5	0	-1
Cc1cc(C)c2oc(=O)cc(CN3CCC(C)CC3)c2c1	6	-7	-4	0	4	-10	-10	-0.3	-1	0
OCC1(CC2CCCCO2)CCN(Cc2cccc(O)c2)CC1 (stereo not drawn)	1	-2	5	2	-5	1	6	1.5	8	-1
CCc1ccccc1N1C(=O)[C@@H]2Cc3ccccc3CN2C1=O	·	-4	0	-3	0	7	-12	0.9	6	-2
COCC1CCCN(C(=O)c2ccc3oc(CCCc4ccccc4)nc3c2)C1 (stereo not drawn)	6	-1	-2	-3	2	17	-10	1.3	-2	1
Cc1ccc(NC(=O)c2cc(S(=O)(=O)N3CCOCC3)ccc2F)c(C)c1	17	-11	11	1	-11	7	-16	-0.2	1	-3
C[C@H]1C=C(C(=O)N2CCOCC2)O[C@@H](OCc2ccc(CO)cc2)C1	-4	-2	-8	-8	8	-3	-7	0.1	5	1
COc1ccc(NC(=O)Cn2nc(Cc3cccnc3)c3ccccc3c2=O)c(OC)c1	6	-8	4	6	-4	-7	-5	-4.7	-6	1
CCOc1cc(C2NC(=O)CCC2[N+](=O)[O-])cc(Br)c1OCC (stereo not drawn)	-6	-10	-3	-1	3	-8	-17	0.9	-6	-2
CC(=O)Nc1ccc(NC(=O)C2CCCN(c3ncccn3)C2)cc1 (stereo not drawn)	4	2	-1	0	1	1	-7	2.1	-8	-3
O=C(CN1CCOCC1)Nc1c2c(nc3c1CCC3)CCC2	·	6	-11	6	11	-1	-5	-2.3	-5	2
CCOc1ccc(C2NC(=O)c3sc(=S)n(-c4ccccc4)c3N2)cc1 (stereo not drawn)	5	2	-14	3	14	5	-8	-1.2	0	-3
CCCCCCCCCC(=O)OCC(O)CO (stereo not drawn)	-6	0	-3	2	11	10	2	-0.3	4	-2
Cn1c(=O)n(/N=C/c2ccccc2)c2ccccc21	7	7	0	2	0	2	-10	0.4	-4	-1
Cc1ccc(OCCn2cnc3cc([N+](=O)[O-])ccc3c2=O)cc1	1	-21	-3	4	3	-1	-15	1.0	0	-1
C=CCn1c(=S)[nH]c2nc3c(cc2c1=O)COC(C)(C)C3	9	-1	14	-3	-14	3	-13	0.0	2	4
COc1ccc(N2CCN(C(=O)CCCCCn3c(=O)[nH]c4ccsc4c3=O)CC2)cc1	9	-5	-2	4	2	-2	-14	-1.0	5	-4
CC1CC(C)(C)NCc2ccccc21 (stereo not drawn)	-10	2	·	-2	·	-8	-8	0.3	-2	0
O=C(NCc1ccccn1)c1ccc(/C=N/O)nc1	-1	3	·	-3	·	-1	-7	1.3	-3	-2
COc1ccc(/C(C)=N/NC(=O)CNC(=O)c2cccs2)cc1	-5	1	-13	-2	13	17	0	0.6	-5	0
CC1CCCN(CCOc2cccc(Oc3ccccc3)c2)C1 (stereo not drawn)	-9	3	-11	1	11	4	4	0.7	-3	-3
CCN(CC)S(=O)(=O)c1ccc(C(=O)Nc2nnc(NC(=S)Nc3ccccc3)s2)cc1	-3	-1	·	4	·	12	0	0.5	0	10
COc1ccc(C)cc1Cn1c(S(C)(=O)=O)nc2ccccc21	0	-1	10	0	-10	6	-13	-0.8	-1	·
CC(OCc1ccccc1)C(NC(=O)OC(C)(C)C)C(=O)NCC1CCCO1 (stereo not drawn)	·	-2	-11	-2	11	4	11	0.6	0	·
Cc1ccc(S(=O)(=O)NCC2COc3ccccc3O2)cc1 (stereo not drawn)	8	3	-14	5	14	18	2	1.6	2	-1
N#CCCn1nc(Cc2cccc3ccccc23)c(C#N)c1N	-11	-3	5	0	-5	0	-13	1.6	2	0

Compounds were not picked by outcome (roughly 4.4% active in at least one column).
